VIM-2 inh – inhibitors of Pseudomonas aeruginosa VIM-2 metallo-beta-lactamase. purified VIM-2, nitrocefin hydrolysis, epi-absorbance fluorescence. inhibition, % at 5.6 µM. 290,000 tested, 0.89% active. AID 1527;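 active = inhibition above the mean of all tested compounds plus 3 SD, cutoff set per screening run, cut at about 7.5% in these data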;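 note: red hydrolysis product quenches plate fluorescence so inhibitors raise well fluorescence; 0% = enzyme with DMSO and 100% = DMSO without enzyme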
IMP-1 inhibitor – blocks Pseudomonas aeruginosa IMP-1 metallo-beta-lactamase. 290,000 tested, 0.45% active. inhibition, % at 5.6 µM. purified IMP-1, nitrocefin hydrolysis, epi-absorbance fluorescence;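 active = inhibition above the mean plus 3 SD of all compounds in the same screening run, cut at about 4.5% in these data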;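 note: 0% = IMP-1 with DMSO and 100% = DMSO wells lacking enzyme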
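System – purified recombinant IMP-1 beta-lactamase · Input – IMP-1 dispensed at 0.2 nM · Timing – 15 min preincubation plus 25 min reaction at 25 °C · Signal – Epi-absorbance fluorescence, 480 nm excitation, 530 nm emission · Measure – percent IMP-1 inhibition derived from blank-referenced optical density · Controls – Enzyme-plus-DMSO low control, enzyme-free DMSO high control · Replication – singlicate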
NALP1 yeast inh – inhibitors of NALP1 inflammasome in yeast. S. cerevisiae NALP1/ASC/caspase-1 growth, X-gal OD620, 72 h. inhibition, % at 10 µM. 280,000 tested, 0.61% active. AID 2071; in the data active = inhibition mostly above about 24%, no sharp cut-off; inactive = mostly below about 32%; note: some compounds called inactive have numbers as strong as hits
IDE inh – cellular human IDE inhibition; P14735; HEK cells, FAbetaB cleavage, fluorescence polarization; inhibition, % at 5.59 µM; 320,000 tested, 0.41% active; AID 434962;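 active = percent inhibition above the average of all tested compounds plus 3 SD, set per screening campaign, cut at about 16% in these data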;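 note: IDE supplied by intact live HEK cells; FP after avidin binding of uncleaved biotin substrate so inhibition keeps polarization high; 0% = DMSO wells and 100% = 60 µM reference IDE inhibitor Ii1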
Target sequence (P14735 whole entry, looked up): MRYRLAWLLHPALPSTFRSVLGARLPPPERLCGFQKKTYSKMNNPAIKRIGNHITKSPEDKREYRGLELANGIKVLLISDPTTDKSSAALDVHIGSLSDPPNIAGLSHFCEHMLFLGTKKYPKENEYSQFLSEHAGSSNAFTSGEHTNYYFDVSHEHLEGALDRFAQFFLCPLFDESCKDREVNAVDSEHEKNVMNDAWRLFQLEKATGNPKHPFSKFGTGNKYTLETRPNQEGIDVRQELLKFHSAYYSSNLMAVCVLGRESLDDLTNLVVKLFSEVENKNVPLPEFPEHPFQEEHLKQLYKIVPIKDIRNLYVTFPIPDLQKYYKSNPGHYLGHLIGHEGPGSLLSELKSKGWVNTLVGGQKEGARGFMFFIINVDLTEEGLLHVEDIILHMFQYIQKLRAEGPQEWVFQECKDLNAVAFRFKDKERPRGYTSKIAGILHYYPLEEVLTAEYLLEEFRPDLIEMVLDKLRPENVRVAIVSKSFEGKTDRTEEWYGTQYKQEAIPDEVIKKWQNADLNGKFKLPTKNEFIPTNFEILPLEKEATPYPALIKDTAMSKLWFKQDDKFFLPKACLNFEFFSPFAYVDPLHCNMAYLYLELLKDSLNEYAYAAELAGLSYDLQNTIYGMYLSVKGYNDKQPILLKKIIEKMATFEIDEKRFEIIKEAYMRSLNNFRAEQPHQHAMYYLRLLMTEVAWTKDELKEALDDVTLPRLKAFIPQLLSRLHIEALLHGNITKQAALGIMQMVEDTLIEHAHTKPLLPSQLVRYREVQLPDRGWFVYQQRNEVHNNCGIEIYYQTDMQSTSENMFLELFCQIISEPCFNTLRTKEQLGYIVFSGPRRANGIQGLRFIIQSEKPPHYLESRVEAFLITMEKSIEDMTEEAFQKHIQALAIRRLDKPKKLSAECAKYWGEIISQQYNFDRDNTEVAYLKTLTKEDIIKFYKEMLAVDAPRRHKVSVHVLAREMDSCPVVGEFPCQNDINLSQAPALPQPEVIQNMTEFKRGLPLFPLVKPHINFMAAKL
M18AAP inhibitor – PfM18AAP enzyme inhibition; recombinant PfM18AAP, H-Glu-NHMec fluorogenic cleavage; inhibition, % at 7.35 µM; 290,000 tested, 1.2% active; AID 1822;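 active = inhibition above the campaign mean inhibition over all tested compounds plus 3 SD, cut at about 28% in these data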;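 note: 0% = plate median of test compound wells and 100% = 2 mM ZnCl2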
PHOSPHO1 block – inhibitors of human PHOSPHO1 phosphatase; recombinant PHOSPHO1, absorbance phosphatase assay; inhibition, % at 13.3 µM; 290,000 tested, 1.1% active; in the data active = inhibition above about 60%
IDE cell activ – boosts human insulin-degrading enzyme activity in HEK cells; P14735; FAbeta-B cleavage, fluorescence polarization; 0% vehicle, 100% cell-free pure enzyme wells; activation, % at 5.96 µM; 340,000 tested, 0.073% active; AID 493087;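 active = activation above the mean of all tested compounds plus 3 SD, set per screening campaign, cut at about 17% in these data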
pCIP destab – p/CIP protein destabilization | Q05BA5 | F442A p/CIP-EGFP cells, EGFP fluorescence, 16 h | decrease of EGFP signal, % at 10 µM | 290,000 tested, 0.01% active;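 active = EGFP signal decrease of at least 30% at 10 µM or well 3 SD below plate mean, unless failing retest; inactive = the rest, including hits failing retest or dose response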; note: some compounds called inactive have numbers as strong as hits; many of its hits are not listed in these tables
GPR7 antag – human neuropeptides B/W receptor 1 antagonism; P48145; GPR7-expressing cells, fluorescence antagonist assay; inhibition, % at 4.4 µM; 290,000 tested, 1.1% active; AID 1861; in the data active = inhibition above about 16%, passing the limit was not always enough;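 note: cells stimulated with the agonist NPW; 0% = agonist with vehicle and 100% = vehicle without agonist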
An asterisk follows results filed as active; . = no result given. Random draw from the library, and some 5.3% of all compounds hit somewhere here.

| nr | compound | VIM-2 inh | IMP-1 inhibitor | NALP1 yeast inh | IDE inh | M18AAP inhibitor | PHOSPHO1 block | IDE cell activ | pCIP destab | GPR7 antag |
| --- | --- | --- | --- | --- | --- | --- | --- | --- | --- | --- |
| 1 | OC(COCc1cccs1)CN1CCN(c2cccc(Cl)c2)CC1 (stereo not drawn) | -1.0 | -1.2 | 44 | 5 | -4 | 2 | 5 | -9 | 1 |
| 2 | COc1ccc(S(=O)(=O)Nc2nnc(C)s2)cc1 | -0.5 | 0.3 | 24 | 4 | -3 | 26 | 1 | -8 | -6 |
| 3 | C/C(=N/NC(=O)Cc1cccs1)c1ccco1 | -4.1 | -3.5 | 34 | 4 | -1 | -21 | -3 | -14 | -12 |
| 4 | CCN(CC)c1ccc(C(=O)OCC(=O)N2CCN(c3ccccc3)CC2)cc1 | -4.6 | -3.6 | -7 | 4 | 0 | 24 | 0 | -10 | -10 |
| 5 | Cc1c(NS(=O)(=O)c2ccccc2)cc(Cl)c(O)c1C | -0.3 | -2.5 | -5 | -3 | -7 | 13 | 3 | 2 | -7 |
| 6 | CCn1cc(C(=O)N2CCc3ccccc32)c(=O)c2cc(S(=O)(=O)N3CCCCCC3)ccc21 | -3.9 | -3.4 | 12 | -2 | -4 | 9 | 4 | -4 | 3 |
| 7 | CCOC(=O)c1cc(NC(=O)c2ccc(Cl)cc2)c(=O)oc1-c1ccccc1 | -2.6 | 0.1 | -23 | 2 | -5 | 11 | 7 | -16 | -16 |
| 8 | CN(C)c1nc(NCc2ccccc2)nc(N/N=C/c2ccc(Cl)cc2Cl)n1 | -1.7 | -1.1 | -1 | 6 | -8 | -22 | -1 | -4 | -9 |
| 9 | CC(=O)c1cccc(OCC(=O)N2CCN(c3ccc(C(F)(F)F)cn3)CC2)c1 | -1.6 | -2.1 | -11 | 22* | 4 | 49 | -19 | -3 | -3 |
| 10 | C[C@]12CCC(=O)C[C@@H]1CC[C@@H]1[C@@H]2CC[C@]2(C)C=CC[C@@H]12 | 2.5 | 0.5 | 18 | 6 | -14 | 52 | 5 | 1 | -3 |
| 11 | CCOc1cc(/C=N/NC(=O)CCn2nc(C)cc2C)ccc1O | -1.7 | -0.9 | 2 | -2 | 17 | 12 | 2 | 18 | -1 |
| 12 | COc1ccc(S(=O)(=O)Nc2ccc3oc(C)c(C(C)=O)c3c2)cc1 | -2.2 | -2.0 | 17 | -8 | -8 | -3 | -3 | -17 | 7 |
| 13 | COc1ccc(NC(=O)[C@H](NC(=O)[C@@H]2Cc3ccccc3CN2)c2ccccc2)cc1 | -2.6 | -1.0 | 2 | 1 | 1 | 26 | 6 | 11 | 1 |
| 14 | Cc1ccc(N2CC(c3nc4ccccc4n3C)CC2=O)cc1C (stereo not drawn) | -1.3 | -4.1 | . | -1 | 0 | 46 | 2 | 0 | -3 |
| 15 | CN1CCN(Cc2c(O)ccc3c(=O)c(Oc4ccccc4Cl)c(C(F)(F)F)oc23)CC1 | 1.4 | -1.7 | -2 | 1 | 2 | 0 | 5 | -1 | 2 |
| 16 | O=C(CC(C(=O)O)c1ccc(Cl)cc1)c1ccccc1 (stereo not drawn) | 1.2 | -0.6 | 10 | -1 | -1 | 20 | 2 | -17 | -13 |
| 17 | CC1(C)CC(NC(=O)C(c2ccccc2)c2ccccc2)CC(C)(C)N1 | 1.5 | -0.8 | 0 | 5 | -1 | 19 | 2 | 12 | 5 |
| 18 | COC(=O)c1c(C)oc2ccc(N(C(=O)c3ccncc3)S(=O)(=O)c3ccc4ccccc4c3)cc12 | -0.5 | -2.9 | 28 | -1 | 2 | 6 | 6 | -8 | 1 |
| 19 | Cc1ccc(CNC(=O)c2cn(C)c(=O)c3c2c2ccccc2n3C)o1 | 2.9 | 1.2 | 18 | 0 | 2 | -1 | 0 | -3 | 4 |
| 20 | O=C(CN1C(=O)S/C(=C\c2ccc(Cl)cc2)C1=O)NNC(=O)c1ccccc1O | -5.3 | -2.5 | 12 | -2 | -1 | -15 | 5 | 6 | -9 |
| 21 | CCCCCCCC(=O)N/N=C/c1ccco1 | -3.4 | -1.9 | 3 | 6 | 5 | 28 | -2 | -20 | 3 |
| 22 | COc1ccc(C(=O)NCCN2CCCC2)cc1[N+](=O)[O-] | 1.9 | -1.3 | -4 | -3 | -4 | 14 | 4 | -4 | -7 |
| 23 | CCOc1ccc(Br)cc1S(=O)(=O)NCc1ccncc1 | -1.5 | -2.5 | 6 | 5 | -7 | -33 | . | 14 | -7 |
| 24 | COCCOC(=O)C1=C(C)OC(N)=C(C#N)C1c1cc2cccc(C)c2nc1Cl (stereo not drawn) | -1.5 | -2.2 | 16 | 0 | 2 | 41 | 3 | 1 | 0 |
| 25 | COc1ccc(NC(=O)c2cccc(-n3cnnn3)c2)cc1 | -2.0 | -3.9 | 2 | 4 | 2 | -18 | 2 | 7 | 1 |
| 26 | O=C(Nc1ccc2c(c1)OCO2)N1CCN(c2ncc(C(F)(F)F)cc2Cl)CC1 | -2.3 | -4.0 | -31 | 4 | 12 | 12 | 0 | -6 | -4 |
| 27 | Cc1ccc(NC(=O)CN2C(=O)S/C(=C\c3ccc(C(=O)O)cc3)C2=O)cc1 | 0.6 | -1.5 | 13 | -2 | 0 | 25 | 5 | 9 | -10 |
| 28 | Cc1cccc(-n2ncc3c2CCCC3NC(=O)CCCN2CCCCC2=O)c1C (stereo not drawn) | -0.9 | -0.9 | 6 | 1 | 0 | 32 | 6 | -22 | -11 |
| 29 | N#Cc1c(-c2ccc(C(F)(F)F)cc2)cc(-c2ccccc2)[nH]c1=S | -2.2 | -2.2 | 16 | 5 | -10 | -13 | -3 | -11 | -8 |
| 30 | Cc1ccc(-c2noc(CSc3ccccc3)n2)cc1 | -2.4 | -2.4 | -12 | 2 | -1 | 18 | 6 | -7 | 3 |
| 31 | COc1ccc2[nH]cc(CCNC(=S)NC3CCCC3)c2c1 | -0.9 | -0.9 | -30 | 1 | -14 | 21 | 7 | 8 | 18 |
| 32 | O=[N+]([O-])c1ccccc1CN1CCN(c2ncccn2)CC1 | -2.7 | -0.3 | 16 | -4 | -3 | 20 | 4 | 6 | -15 |
| 33 | CC(C)C(=O)Nc1ccccc1-c1nc2ccccc2[nH]c1=O | -3.9 | -4.4 | 7 | 3 | 1 | . | 6 | -9 | -9 |
| 34 | Cc1ccc(-n2cc(CN3CCNC(=O)CC3)c(-c3ccc(F)cc3)n2)cc1 | 0.7 | -2.6 | -13 | 3 | -14 | 20 | 2 | 0 | 0 |
| 35 | O=C(O)c1ccc(S(=O)(=O)c2ccccc2C(=O)O)c([N+](=O)[O-])c1 | -2.3 | -2.2 | 14 | -1 | 13 | 20 | 5 | -7 | 1 |
| 36 | O=C(NC(=S)NCCN1CCOCC1)c1ccc(Cl)cc1 | -3.4 | -3.8 | 22 | -2 | -3 | 6 | 2 | -10 | -6 |
| 37 | CCOc1ccc(N/C(N)=N/c2nc(CSc3nnnn3-c3ccccc3)cc(=O)[nH]2)cc1 | -1.1 | -3.1 | -3 | 4 | 1 | 28 | 4 | -7 | -8 |
| 38 | COc1ccc(/C=C2\SC(=O)N(CC(=O)NNC(=O)c3ccccc3O)C2=O)cc1 | -4.0 | -3.2 | 0 | 3 | 6 | 15 | -4 | -1 | -11 |
| 39 | COc1ncnc2c1oc1nc(C)c3c(c12)CC(C)(C)OC3 | 1.1 | -2.6 | 12 | 8 | -2 | -10 | . | -5 | -11 |
| 40 | CN(CCOC(=O)c1cccc(Br)c1)C(C)(C)C | -1.2 | 3.1 | 28* | -5 | 1 | -12 | -1 | 0 | 13 |
| 41 | CCOC(=O)c1[nH]c2ccccc2c1N=CN(CC)CC | 1.2 | 3.1 | 3 | 5 | -7 | -46 | -1 | -7 | 1 |
| 42 | O=C(O)c1cccc(Nc2ccncc2[N+](=O)[O-])c1 | -1.7 | -2.3 | 18 | -5 | -12 | 33 | 3 | -5 | -5 |
| 43 | O=C(CN(CC1CCCO1)C(=O)CNS(=O)(=O)c1ccc(F)cc1)NCC1CCCO1 (stereo not drawn) | -1.4 | -0.1 | 19 | -1 | -7 | 32 | 7 | -6 | -5 |
| 44 | O=[N+]([O-])c1ccc(Cl)c(/C=N/Nc2nc(N3CCOCC3)nc(N3CCOCC3)n2)c1 | -1.6 | -2.3 | -11 | 7 | -2 | 22 | 5 | -13 | 3 |
| 45 | CC(NC(=O)CN(C)Cc1cccc(F)c1)c1ccccc1 (stereo not drawn) | 1.4 | -2.4 | 29 | 1 | -5 | 15 | -1 | -8 | 10 |
| 46 | O=C(Nc1nnc(SCc2ccc(Cl)cc2)s1)c1ccco1 | -1.7 | -4.0 | 5 | -2 | -20 | 50 | 5 | -2 | -6 |
| 47 | Cc1nc(CN(C)C(=O)CC2C(=O)NCCN2Cc2ccc(-c3ccccc3)cc2)cs1 (stereo not drawn) | -1.8 | -0.5 | 6 | 2 | 8 | 20 | 4 | -3 | -10 |
| 48 | Cc1cc(C(=O)N2CCCC2C(=O)O)c(C)o1 (stereo not drawn) | -1.2 | -1.6 | 25 | 0 | 6 | 18 | 4 | -11 | -10 |
| 49 | O=c1c2ccccc2oc2cc(NCCCn3ccnc3)ccc12 | 0.9 | -2.1 | -13 | 1 | -5 | 4 | -3 | -1 | -2 |
| 50 | CCOc1ccccc1Nc1nnc(SCC(=O)Nc2ccc3[nH]c(=O)[nH]c3c2)s1 | -2.8 | -2.5 | 6 | -2 | 3 | 38 | -3 | 0 | 3 |
| 51 | Cc1cc(C(=O)NCC(=O)OCC(=O)Nc2ccc(OC(F)F)cc2)ccc1[N+](=O)[O-] | -3.6 | -2.4 | 27 | 7 | 2 | -2 | 5 | -16 | -5 |
| 52 | Cc1cc(Cl)ccc1OCC(=O)N/N=C1\CC2C=CCC12 (stereo not drawn) | -3.0 | -3.1 | 6 | 0 | 3 | 16 | 0 | 3 | -10 |
| 53 | COc1cc(/C=N/NC(=O)c2nonc2N)cc(OC)c1OC | -1.3 | -2.5 | 2 | -4 | -9 | 36 | 5 | 12 | 5 |
| 54 | c1ccc(-c2ccccc2OCCOCCN2CCCCC2)cc1 | -1.4 | -2.9 | 25 | -2 | 8 | -2 | 4 | 5 | 5 |
| 55 | CCc1cc(=O)oc2c(C)c(OCC(=O)N3CCCc4ccccc43)ccc12 | -2.1 | -3.7 | 11 | -2 | 7 | 25 | 3 | 0 | 9 |
| 56 | O=c1oc2ccccc2c(N2CCC(c3ccccc3)CC2)c1[N+](=O)[O-] | -3.6 | -0.8 | -18 | 2 | -1 | -10 | 4 | 4 | -6 |
| 57 | COc1ccc(CCNC(=O)CCCc2ccccc2)cc1OC | -4.4 | -0.7 | 14 | 4 | 0 | 27 | 3 | -3 | -1 |
| 58 | C=CCc1cccc(/C=N/NC(=O)CCC(=O)Nc2ccc(F)cc2)c1O | -1.6 | -4.0 | 26 | 1 | 13 | 4 | 3 | -23 | 3 |
| 59 | CN(C)S(=O)(=O)c1cccc(-c2csc(N/N=C/c3ccco3)n2)c1 | -1.4 | -1.1 | 18 | 4 | 14 | 2 | -7 | 13 | -3 |
| 60 | Cc1cc([N+](=O)[O-])nn1CC(=O)Nc1cc(F)ccc1F | -3.7 | -1.6 | 34 | 4 | 5 | 23 | 11 | -1 | -4 |
| 61 | O=S(=O)(c1ccccc1)N1CCN(c2ccccc2)CC1 | 0.7 | -1.5 | 8 | 0 | -3 | 24 | 2 | -5 | 0 |
| 62 | O=C(COC(=O)[C@H](Cc1ccccc1)NC(=O)c1ccco1)NC(c1ccccc1)c1ccccc1 | -0.5 | -2.0 | -3 | -4 | -11 | -14 | 1 | 6 | 2 |
